Screens as filed in PubChem.
TRPC6 activator: mouse TRPC6 channel activation; HEK293-TRPC6 membrane potential dye fluorescence; active compounds read high; B-score at 10 µM; 310,000 compounds, 0.13% hits; AID 2550;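 active = B-score of the integrated fluorescence ratio above library mean plus 3 SD, and starting fluorescence ratio within library mean plus 5 SD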;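 also: higher score means more depolarization so channel activation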
TRPC6 inh: blocks the mouse TRPC6 cation channel. Q61143. B-score at 10 µM. HEK293-TRPC6, membrane potential dye, ACh-evoked depolarization; active compounds read low. 310,000 compounds, 1.1% hits;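 active = B-score under library mean minus 3 SD, initial fluorescence not abnormally high, positive integrated signal ratio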;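 also: B-score derived from integrated fluorescence ratio over the kinetic read; more negative B-score means stronger inhibition of depolarization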
MrgX1 allo act: allosterically activates human MrgX1 receptor signaling | MrgX1-HEK293, Fluo-4 calcium flux, FDSS; active compounds read high | B-score at 10 µM | 310,000 compounds, 0.63% hits | AID 588675;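 active = plate-corrected calcium response at least 3 library SD above typical, normal starting fluorescence, not activating the receptor alone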;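 also: compound read alongside a low EC10 to EC30 dose of BAM8-22 agonist; peak minus trough fluorescence over baseline measured at the second addition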
TRPC4 agonist: activators of mouse TRPC4 channel; B-score at 10 µM; 310,000 compounds, 0.49% hits; HEK293 TRPC4beta/mu-opioid, Fluo4 calcium fluorescence; active compounds read high;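 active = B-score above 5 SD of library B-scores, and initial fluorescence ratio not above library mean plus 5 SD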;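 also: positive B-score marks a calcium rise read as TRPC4 activation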
Target sequence (Q9QUQ5 whole entry, looked up): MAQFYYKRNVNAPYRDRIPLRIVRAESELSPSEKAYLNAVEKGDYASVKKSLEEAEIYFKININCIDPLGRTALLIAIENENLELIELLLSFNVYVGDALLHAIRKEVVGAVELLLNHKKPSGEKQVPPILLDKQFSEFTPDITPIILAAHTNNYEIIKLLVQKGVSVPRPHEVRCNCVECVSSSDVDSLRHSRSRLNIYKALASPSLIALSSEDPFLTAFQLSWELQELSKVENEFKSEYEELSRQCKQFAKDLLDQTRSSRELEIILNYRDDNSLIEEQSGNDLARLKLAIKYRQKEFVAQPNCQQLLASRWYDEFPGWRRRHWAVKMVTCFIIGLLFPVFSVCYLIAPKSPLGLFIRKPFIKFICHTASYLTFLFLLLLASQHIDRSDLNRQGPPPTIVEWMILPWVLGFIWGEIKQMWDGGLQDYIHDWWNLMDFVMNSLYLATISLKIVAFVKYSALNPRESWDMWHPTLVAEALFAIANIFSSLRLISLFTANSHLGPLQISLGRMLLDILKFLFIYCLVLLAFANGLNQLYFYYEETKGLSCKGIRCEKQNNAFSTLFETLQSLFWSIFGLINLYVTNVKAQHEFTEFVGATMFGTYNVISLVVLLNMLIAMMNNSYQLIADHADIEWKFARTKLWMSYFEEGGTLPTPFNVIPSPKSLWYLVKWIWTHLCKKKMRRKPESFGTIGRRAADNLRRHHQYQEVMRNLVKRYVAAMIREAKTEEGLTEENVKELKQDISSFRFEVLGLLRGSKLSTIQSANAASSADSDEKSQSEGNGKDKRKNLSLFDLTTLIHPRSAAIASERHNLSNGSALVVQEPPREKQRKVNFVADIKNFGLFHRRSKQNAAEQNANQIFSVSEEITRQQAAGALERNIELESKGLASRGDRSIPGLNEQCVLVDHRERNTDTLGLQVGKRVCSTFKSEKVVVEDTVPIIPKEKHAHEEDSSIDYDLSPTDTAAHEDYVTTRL
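Assay system: HEK293 cells stably co-expressing mouse TRPC4beta and mu-opioid receptor / Timing: Fluo4 dye loading 45 min at room temperature, 110 s recording / Signal: Fluo4 calcium-sensitive dye fluorescence, kinetic, 1 Hz baseline / Read-out: integrated baseline-normalised fluorescence ratio, converted to per-well B score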
AI-2 QS mod: Vibrio harveyi AI-2 quorum sensing modulation; 300,000 compounds, 0.4% hits; Vibrio harveyi JMH597 AI-2 luminescence/OD600 ratio, 9 h; active compounds read low; strain lacks LuxN and CqsS sensors; 0 = neutral-control median; activity change, % at 7.5 µM; in the data active = activity change below about -75%, passing the limit was not always enough;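 also: luminescence divided by OD600 gain over 9 h not by final OD600 alone; inactives centre near 13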
TRPC4 potent: TRPC4 (mouse) allosteric potentiation. HEK293 TRPC4beta/mu-opioid, DAMGO EC20, Fluo-4 Ca2+ flux; active compounds read high. Q9QUQ5. B-score at 10 µM. 310,000 compounds, 0.42% hits;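 active = B-score of calcium response area above 5 SD of library B-scores, with initial fluorescence ratio within 5 SD of library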;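 also: B-score of integrated fluorescence ratio over time as area under calcium response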
MrgX1 antag: human MrgX1 receptor antagonism, primary screen; Q96LB2; B-score at 10 µM; MRGX1-HEK293 calcium flux, Fluo-4, BAM8-22 antagonism; active compounds read low; 310,000 compounds, 1.3% hits;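 active = calcium-response B-score plate-corrected more than 3 library SD below zero, starting fluorescence within 5 deviations, no agonist response on first addition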;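 also: peak minus trough fluorescence over baseline after final BAM8-22 challenge near maximal dose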
TRPC4 inh: inhibitors of mouse TRPC4 channel; 300,000 compounds, 0.39% hits; HEK293 TRPC4beta/mu-opioid, DAMGO-evoked Fluo4 calcium flux; active compounds read low; B-score at 10 µM; Q9QUQ5;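 active = B-score over 3 SD under the library average, no early fluorescence shift, positive overall ratio signal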
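Material: HEK293 cells with stable TRPC4beta plus mu-opioid receptor expression; probe or stimulus: DAMGO in two steps, submaximal then maximal; technique: Fluo4 calcium fluorescence by kinetic imaging, 5 s 1 Hz baseline; measure: integrated fluorescence ratio relative to baseline, converted to per-well B score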
MrgX1 ag: activates human MrgX1 receptor signaling | Q96LB2 | MrgX1-HEK293 cells, Fluo-4 calcium fluorescence, agonist mode; active compounds read high | B-score at 10 µM | 310,000 compounds, 0.44% hits;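 active = calcium response B-score plate-corrected fluorescence ratio at least 3 library SD, with starting fluorescence B-score inside 5 SD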
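System – MrgX1-expressing HEK293 cells · Incubation – cells plated overnight, dye loaded 0.5 h 37 °C, 0.5 h room temperature · Technique – kinetic Fluo-4 NW fluorescence of intracellular calcium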
HIF activator: HIF pathway transcriptional activation; 300,000 compounds, 0.32% hits; activation, % at 7.5 µM (by protocol); U2OS HRE-luciferase reporter, luminescence; normalized: DMSO 0%, desferrioxamine 100%;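 active = mean activation of at least 10% of the iron chelator positive control signal, with at least half of replicates also reaching 10%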
PolyA inh: yeast polyadenylation inhibition; S. cerevisiae SKY197-pL101 polyadenylation reporter, beta-gal luminescence; efflux-impaired pdr1/pdr3 knockout yeast; score 100 = 6 SD above DMSO; calls only at 12 µM; 300,000 compounds, 0.02% hits; AID 1875;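 active = lowest replicate activity score at least 50, where 100 means six control SD above control mean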;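 also: yeast exposed to compound for 9 h at 30 °C; higher score means more reporter readthrough which indicates perturbed polyadenylation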
An asterisk follows results filed as active; i = inactive; · = not tested or not shown. Only part of the results is shown, so the mix of outcomes need not match the whole.

Value order: TRPC4 inh | MrgX1 allo act | PolyA inh | AI-2 QS mod | TRPC6 activator | TRPC6 inh | HIF activator | TRPC4 agonist | MrgX1 antag | TRPC4 potent | MrgX1 ag
Cc1nn(Cc2c(Cl)cccc2Cl)c(C)c1NC(=O)c1cc(C(C)C)on1
  i | i | i | 28.9 | i | i | -0.1 | i | i | i | i
O=C1Nc2ccc(Br)cc2C1(O)Cc1ccccn1 (stereo not given)
  i | i | i | 21.7 | i | i | -0.3 | i | i | i | i
Cn1c(SCC(=O)C(C)(C)C)nnc1-c1ccncc1
  i | i | i | 27.3 | i | i | -0.4 | i | i | i | i
Cc1ccc2c(c1)N(CC(=O)NCCc1c[nH]c3ccccc13)C(=O)CO2
  i | i | · | 24.0 | i | i | 0.1 | i | i | i | i
O=C(NCCO)c1ccc2c3n(nc2c1)-c1ccc(Cl)cc1CO3
  i | i | i | -2.0 | i | i | 2.1 | i | i | i | i
CCOC(=O)C1CCN(C(=O)c2ccccc2NS(=O)(=O)c2ccc(F)cc2)CC1
  i | i | i | 18.8 | i | i | 0.2 | i | i | i | i
COc1cccc(/C=N/NC(=O)c2ccc3nc[nH]c3c2)c1
  i | i | i | 0.8 | i | i | 0.2 | i | i | i | i
CCCc1ccc2c(N)c(C#N)sc2n1
  i | i | i | 1.8 | i | i | 0.8 | i | i | i | i
Cc1nnc(SCC(=O)Nc2ccc3c4c(cccc24)CC3)n1C
  i | i | i | 10.9 | i | i | 0.0 | i | i | i | i
COc1c(-c2ccc(O)c(O)c2)oc2cc(O)cc(O)c2c1=O
  i | i | i | 46.4 | i | i | 0.9 | i | i | i | i
Cc1cc(C)n2c(=S)[nH]nc2n1
  i | i | i | 29.5 | i | i | 0.2 | i | i | i | i
CCN(CC)c1ccc(NC(=O)c2ccc3c(c2)c(C)c(C)n3C)cc1
  i | i | i | 36.0 | i | i | 2.6 | i | i | i | i
CC1(C)CC(=O)C(C(O)c2ccc([N+](=O)[O-])cc2)C(C)(C)N1 (stereo not given)
  i | i | i | 8.7 | i | i | -1.1 | i | i | i | i
COCCN1C(=O)N[C@@H](c2ccco2)C(C(C)=O)=C1C
  i | i | i | 15.0 | i | i | -4.6 | i | i | i | i
CCOC(=O)N1CCN(C(=O)CN2C(=O)COc3ccc(C(C)(C)C)cc32)CC1
  i | i | i | 24.6 | i | -6.29* | -0.5 | i | i | i | i
N#Cc1nc(-c2ccccc2F)oc1NCCc1ccccn1
  i | i | i | 2.8 | i | i | 0.5 | i | i | i | i
NC(=O)C1(N2CCCCC2)CCN(S(=O)(=O)c2cc(Cl)sc2Cl)CC1
  i | i | i | 9.6 | i | i | 0.6 | i | i | i | i
COCCC(=O)N1CCCC(C(=O)c2ccccc2SC)C1 (stereo not given)
  i | i | i | 9.7 | i | i | 0.9 | i | i | i | i
Cc1ccc(C(=O)C(C)Sc2nnc(N)s2)cc1 (stereo not given)
  i | i | i | 34.6 | i | i | -0.1 | i | i | i | i
CNc1c(NS(=O)(=O)c2ccc(OC)c(Cl)c2)c(=O)oc2ccccc12
  i | i | i | 12.4 | i | i | 0.8 | i | i | i | i
CCn1ccnc1CN(C)C(=O)CCc1nnc(CCCc2ccccc2)o1
  i | i | i | 10.8 | i | i | 0.4 | i | i | i | i
O=C(O)c1ccccc1-c1ccccc1C(=O)NCc1ccccc1F
  i | i | · | 24.9 | i | i | -0.3 | i | i | i | i
COc1ccc(CNC(=O)C(c2cccs2)N(C(=O)c2csnn2)C2CC2)cc1 (stereo not given)
  i | i | i | 18.6 | i | i | -0.1 | i | i | i | i
COc1cc(/C=N/NC(=O)Cc2ccccc2)cc([N+](=O)[O-])c1O
  i | i | i | 26.5 | i | i | -0.8 | i | i | i | i
O=C(NCCc1ccccc1Cl)C1CCC(=O)N(Cc2ccc(Cl)cc2)C1 (stereo not given)
  i | i | i | -4.1 | i | i | 0.6 | i | i | i | i
CCOC(=O)c1ccc(N=c2sc(C(=O)OC)cc(=O)n2Cc2ccco2)cc1
  i | i | i | 15.6 | i | i | 0.4 | i | i | i | i
Cc1cc(C(=O)OCC(=O)Nc2c(F)cccc2F)c(C)n1-c1ccccc1
  i | i | i | 24.4 | i | i | 2.3 | i | i | i | i
CC(=O)Nc1ccc(Oc2ncccn2)c(Cl)c1
  i | i | i | 22.8 | i | i | 0.0 | i | i | i | i
C=CCOc1c(CNc2ccc(C(=O)O)cc2)cccc1OCC
  i | i | i | -89.0* | i | i | 0.1 | i | i | i | i
CC(=O)N(CC1CCCO1)c1nnc(-c2ccccn2)s1 (stereo not given)
  i | i | i | 18.5 | i | i | 2.0 | i | i | i | i

(continued)
Value order: TRPC4 inh | MrgX1 allo act | PolyA inh | AI-2 QS mod | TRPC6 activator | TRPC6 inh | HIF activator | TRPC4 agonist | MrgX1 antag | TRPC4 potent | MrgX1 ag
COc1ccc(N2C(=O)C(Cl)=C(Nc3ccc(OC)cc3OC)C2=O)cc1
  i | i | i | 12.0 | i | i | -0.3 | i | i | i | i
CCn1nccc1C(=O)Nc1nc2ccccc2n1CCN1CCCCC1
  i | i | i | 16.3 | i | -6.85* | -0.7 | i | i | i | i
COc1cc(S(=O)(=O)n2nnc3ccccc32)c(OC)cc1Cl
  i | i | i | 4.9 | i | i | -0.4 | i | i | i | i
CCOC(=O)Nc1ccc2c(c1)N(C(=O)CNC)c1ccccc1CC2
  i | i | i | -9.3 | i | i | 0.0 | i | i | i | i
Cc1sc(NC(=O)CSc2nc(O)cc(=O)[nH]2)nc1-c1ccccc1
  i | i | i | 8.7 | i | i | 0.3 | i | i | i | i
O=C(NCc1ccco1)C1CCN(S(=O)(=O)N2CCC3(CC2)OCCO3)CC1
  i | i | i | 8.3 | i | i | 0.2 | i | i | i | i
O=C(CSc1nc(-c2ccccc2)nc2ccccc12)Nc1cccc(C(=O)O)c1
  i | i | i | 22.6 | i | i | -0.1 | i | i | i | i
CCc1ccccc1NC(=O)N[C@H](C(=O)O)C(C)CC (stereo not given in full)
  i | i | i | 6.3 | i | i | -0.2 | i | i | i | i
CC1CCCN(C(C(=O)NC2CCCCC2)c2cc3c(cc2[N+](=O)[O-])OCO3)C1 (stereo not given)
  i | i | i | -12.4 | i | i | 2.7 | i | i | i | i
Cc1ccccc1OCC(=O)Nc1ccc(S(=O)(=O)Nc2onc(C)c2C)cc1
  i | i | i | 41.4 | i | i | -0.4 | i | i | i | i
C/C(NCc1ccccc1)=C(\C#N)C(=O)NCc1ccccc1
  i | i | i | 28.1 | i | i | -0.1 | i | i | i | i
CCCc1nn(C)c(C(=O)Nc2cccc3ccccc23)c1Cl
  i | i | i | 0.2 | i | i | 1.9 | i | i | i | i
Cc1ccc(C)c(OC(=O)c2ccncc2)c1
  i | i | i | 6.0 | i | i | 0.0 | i | i | i | i
Cc1ccc(OCc2nc(C#N)c(NCCCn3ccnc3)o2)cc1
  i | i | i | -3.0 | i | i | 0.8 | i | i | i | i
CCCC(=O)c1c(NCCO)cc(C)oc1=O
  i | i | i | 16.7 | i | i | -0.6 | i | i | i | i
CCOC(=O)C1=C(c2ccccc2)NC(=O)NC1c1ccc(OC)c(OC)c1 (stereo not given)
  i | i | i | 11.0 | i | i | -1.0 | i | i | i | i
O=C(CSCc1ccc(Cl)cc1Cl)Nc1c[nH]c(=O)[nH]c1=O
  i | i | i | 9.5 | i | i | 0.3 | i | i | i | i
Cc1cc(C)c(NC(=O)Cn2ncc3ccccc32)c(C)c1
  i | i | i | 3.2 | i | i | 1.2 | i | i | i | i
Cc1onc(-c2c(F)cccc2Cl)c1C(=O)Nc1cccc(S(=O)(=O)NCc2ccco2)c1
  i | i | i | 23.8 | i | i | -0.8 | i | i | i | i
O=C1NCCN1Cc1ccccc1F
  · | i | i | -1.3 | i | i | 0.0 | i | i | i | i
CC(CC(=O)N1CCN(c2ccccc2)CC1)c1ccccc1 (stereo not given)
  i | i | i | 6.6 | i | i | 0.9 | i | i | i | i
Cn1cccc1C(=O)NC(=O)COC(=O)c1cc(S(=O)(=O)N2CCCCC2)ccc1Cl
  i | i | i | 67.0 | i | i | 46.0* | i | i | i | i
Cc1ccccc1C(=O)Nc1cccc(NC(=O)c2ccc(F)cc2)c1
  i | i | i | 2.1 | i | i | 1.3 | i | i | i | i
O=C(O)C/C(=C\c1cc(Cl)c2c(c1)OCO2)c1nc2ccccc2s1
  i | i | i | 13.4 | i | i | -13.4 | i | i | i | 34.8*
COC(=O)c1ccc2c(c1)C(C)(C)C(/C=C/c1ccc(O)cc1)=[N+]2C
  i | i | · | 8.5 | i | i | -4.3 | i | i | i | i
CC(=O)N1CN(C2CC(C)(C)NC(C)(C)C2)Cc2c1sc1c2CCCC1
  i | i | i | 8.4 | i | i | -0.1 | i | i | i | i
CC(C)(C)c1ccc(OCC(O)CNC(=O)c2ccccc2C(=O)O)cc1 (stereo not given)
  i | i | i | -37.0 | i | i | -2.4 | i | i | i | i
COc1ccc(CNC(=O)C2CCCN2S(=O)(=O)c2ccc(S(=O)(=O)N(C)C)cc2)cc1 (stereo not given)
  i | i | i | 26.3 | i | i | -0.3 | i | i | i | i
O=C(N/N=C/c1cccc(Oc2ccccc2)c1)c1cccc(Br)c1
  i | i | i | 10.5 | i | i | 0.1 | i | i | i | i
CCOC1OC2C(CO)OC(n3cnc4c(N)ncnc43)C2O1 (stereo not given)
  i | i | i | 20.8 | i | i | -0.2 | i | i | i | i

Further structures follow:
Value order: TRPC4 inh | MrgX1 allo act | PolyA inh | AI-2 QS mod | TRPC6 activator | TRPC6 inh | HIF activator | TRPC4 agonist | MrgX1 antag | TRPC4 potent | MrgX1 ag
Cc1c(C)c(C)c(S(=O)(=O)n2[nH]c(=O)c(CCO)c2C)c(C)c1C
  i | i | i | 6.1 | i | i | -0.1 | i | i | i | i
CC(C)CC(=O)Nc1ccc2c(c1)oc1ccccc12
  i | i | i | -3.9 | i | i | 3.6 | i | i | i | i
CCNc1ccc(C(=O)OCC(=O)NC(C)c2ccccc2)cc1[N+](=O)[O-] (stereo not given)
  i | i | i | 13.6 | i | i | 0.0 | i | i | i | i
COC(=O)C/C=N/N=C1/NC(=O)/C(=C/C(=O)O)S1
  i | i | i | 2.1 | i | i | -0.4 | i | i | i | i
CN(C)CCNC(=S)Nc1ccccc1Cl
  i | i | i | 16.4 | i | i | 0.3 | i | i | i | i
O=C(NCc1cccnc1)c1cccc(S(=O)(=O)N2CCOCC2)c1
  i | i | i | 14.8 | i | i | 0.0 | i | i | i | i
